# 5-HT1A blocker = blocks the human serotonin 5-HT1a receptor. P08908. CHO 5-HT1a Ga15 NFAT-bla reporter, antagonist mode. inhibition, % at 10 µM. actives 0.68% (n = 62,000). AID 612;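 active = inhibition above the mean of all tested compounds plus 3 SD, cut at about 43% in these data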;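 note: receptor stimulated by 5-CT agonist at 100 nM near EC80; beta-lactamase reporter measured by ratiometric fluorescence of a cleavable substrate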
# M1 antag = antagonists of rat M1 muscarinic receptor; CHO-M1 cells, Fluo-4 calcium, ACh EC80 antagonist mode; stronger effect = lower value; B-score at 10 µM; actives 3.4% (n = 64,000);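 active = calcium fluorescence response, raw or row-and-column corrected B-score, differing from the plate sample mean either way at a set confidence level, mostly lower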
# Target sequence (P08482 whole entry, looked up): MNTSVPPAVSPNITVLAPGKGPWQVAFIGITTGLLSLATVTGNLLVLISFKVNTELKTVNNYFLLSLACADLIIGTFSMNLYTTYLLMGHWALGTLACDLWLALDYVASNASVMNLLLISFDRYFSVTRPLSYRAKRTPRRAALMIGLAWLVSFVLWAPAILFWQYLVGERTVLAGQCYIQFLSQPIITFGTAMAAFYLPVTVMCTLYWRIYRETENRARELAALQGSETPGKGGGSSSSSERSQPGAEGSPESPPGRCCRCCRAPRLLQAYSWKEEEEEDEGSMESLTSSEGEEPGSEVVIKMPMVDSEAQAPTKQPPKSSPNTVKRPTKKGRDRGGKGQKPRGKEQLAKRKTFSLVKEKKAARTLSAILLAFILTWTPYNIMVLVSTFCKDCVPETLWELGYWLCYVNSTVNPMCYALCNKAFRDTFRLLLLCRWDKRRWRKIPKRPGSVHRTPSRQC
# HTR1A agonist = agonists of human 5-HT1a serotonin receptor; actives 0.56% (n = 65,000); CHO 5-HT1a Ga15 NFAT-bla reporter, FRET ratio; 0% basal, 100% maximal reference agonist; activation, % at 10 µM; P08908; AID 567;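 active = activation above the screen-wide mean activation plus 3 SD, cut at about 19% in these data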;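 note: 0% = DMSO wells and 100% = 5-CT at EC100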
# S1P1 ag pot = agonists and agonism potentiators of human S1P1 receptor; P21453; S1P1 CRE-bla cells, forskolin, beta-lactamase FRET, potentiator mode; S1P1 agonist co-added at EC20, 2 nM; 100% = saturating reference agonist, 0% = basal; activation, % at 9.5 µM; actives 0.57% (n = 56,000); AID 449;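 active = activation above a cutoff set at the mean activation of all tested compounds plus 3 SD, cut at about 54% in these data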;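 note: forskolin at 4 µM as EC80 and the EC20 agonist is SEW2871; 100% = SEW2871 at its EC100 plus forskolin at EC80; some compounds past the cut are filed as inactive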
# M1 agonist = activates the M1 muscarinic receptor | CHO-M1 cells, Fluo-4 calcium fluorescence, agonist mode; stronger effect = higher value | B-score at 10 µM | actives 3% (n = 64,000) | AID 626;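 active = fluorescence rise, raw or as B-score row- and column-corrected plate score, outside the 99.7% band of its plate's samples, either direction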
# 5HT1E ag = 5-HT1E (human) receptor agonism; CHO 5-HT1E Ga15 NFAT-bla reporter, FRET; 0% DMSO wells, 100% control agonist wells; activation, % at 6 µM; actives 0.69% (n = 65,000);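 active = activation above a set limit, the screen-wide mean activation plus 3 SD, cut at about 8.5% in these data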;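 note: 100% = positive control agonist at 1 µM giving full maximal response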
# S1P3 ag = agonists of human S1P3 receptor | Q99500 | S1P3 NFAT-BLA reporter cells, agonism, FRET ratio; relative to 1 µM S1P, basal subtracted | activation, % at 4.5 µM | actives 0.1% (n = 60,000) | AID 373;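 active = activation above the screen-wide mean plus 3 SD, cut at about 4.5% in these data, passing the limit was not always enough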; note: some compounds called inactive have numbers as strong as hits
# Target sequence (Q99500 whole entry, looked up): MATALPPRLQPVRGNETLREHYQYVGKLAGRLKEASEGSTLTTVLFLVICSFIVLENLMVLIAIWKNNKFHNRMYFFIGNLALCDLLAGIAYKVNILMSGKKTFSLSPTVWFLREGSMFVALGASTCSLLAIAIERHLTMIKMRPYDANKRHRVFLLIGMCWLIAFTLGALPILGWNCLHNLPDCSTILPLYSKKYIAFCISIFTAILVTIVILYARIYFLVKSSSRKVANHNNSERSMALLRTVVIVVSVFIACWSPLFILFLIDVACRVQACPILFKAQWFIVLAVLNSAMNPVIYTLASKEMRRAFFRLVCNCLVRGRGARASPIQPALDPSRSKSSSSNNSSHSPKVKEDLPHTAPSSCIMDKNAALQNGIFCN
#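 Benchmarks: high control 1 µM S1P / System: stable CHO line with human S1P3, Gα16, NFAT-BLA reporter / Dosing: single compound concentration, 4.5 µM final / Timing: 4 h compound at 37 °C, 2 h substrate at RT / Measured by: FRET β-lactamase substrate fluorescence, excitation 405 nm, 460/535 nm emission ratio, background-subtracted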
# Jurkat tox 60K = reduces viability or proliferation of Jurkat cells; Jurkat E6.1 viability, ATP luminescence, 48 h; actives 1.2% (n = 56,000); inhibition, % at 4 µM;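 active = inhibition above the mean inhibition of all tested compounds plus 3 SD, cut at about 28% in these data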
# HTR1E antagonist = 5-HT1E (human) receptor antagonism; CHO 5-HT1E Ga15 NFAT-bla reporter, FRET, antagonist; AID 571; actives 0.99% (n = 65,000); inhibition, % at 6 µM;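 active = inhibition above a set limit, the mean inhibition across every tested compound plus 3 SD, cut at about 29% in these data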;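 note: signal is the 460 over 535 nm emission ratio of beta-lactamase substrate; 0% = agonist plus DMSO wells and 100% = wells without agonist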
# * marks the source's active call; other numbers are inactive results; / = no result given.
# Under each structure: 5HT1E ag	M1 antag	S1P3 ag	HTR1E antagonist	HTR1A agonist	Jurkat tox 60K	M1 agonist	5-HT1A blocker	S1P1 ag pot
> Cc1c(Cl)cccc1NC(=O)CCN1CCCC(C)C1 (configuration not stated)
    0.1	-0.89	/	-8	-0.2	/	0.75	8	/
> CCCC12CN3CC(C)(CN(C1)C31CCCCC1)C2=O
    -0.3	-0.0097	/	1	1.5	/	0.12	-2	/
> Cn1c2ccccc2c2c(C(=O)N3CCN(c4ccc(F)cc4)CC3)cn(C3CCCC3)c(=O)c21
    1.9	0.48	/	-1	0.5	/	4.9	4	/
> O=C(NCCC1=CCCCC1)C1CCCN(S(=O)(=O)c2ccccc2)C1 (configuration not stated)
    0.2	/	-0.7	-2	3.1	1	/	-4	-1
> O=C(CN1C(=O)C2C3C=CC(C3)C2C1=O)NCC1COc2ccccc2O1 (configuration not stated)
    -0.4	0.042	0.3	-1	1.8	-4	-0.59	-7	6
> Cc1cccc(C(OC(=O)c2ccco2)C(=O)NCc2ccccc2)n1 (configuration not stated)
    -0.1	0.68	0.1	-7	0.5	-4	0.62	5	5
> Cc1cc(-c2nc3c4c5c(sc4[nH]c(=O)n3n2)CCC5)c(C)o1
    0.1	/	1.4	-10	1.8	-6	/	-6	29
> CCOc1cc2c(cc1OCC)C(C(=O)O)C(c1cc(Br)c(O)c(OC)c1)N(C)C2=O (configuration not stated)
    -0.2	0.72	-0.4	5	-2.7	-8	0.1	3	-37
> Cn1c(C(=O)N2CCC(C(=O)N3CCN(Cc4ccc5c(c4)OCO5)CC3)CC2)cc2sccc21
    -0.1	-0.18	0.1	8	3.0	11	0.56	-2	-7
> O=C1NC2(CCCCC2)N=C1c1ccc(F)cc1
    -0.8	-1.1	-0.7	3	-2.9	9	-0.26	9	-3
> O=c1c2c3c(sc2n(CCN2CCOCC2)c(=O)n1Cc1ccco1)CCCCC3
    2.1	/	0.0	2	2.9	6	/	-2	-8
> COC(=O)C1=C(C)NC2=C(C(=O)CCC2)C1c1cccc(C)n1 (configuration not stated)
    0.3	-0.018	0.4	4	-0.6	-3	0.77	-2	-20
> CN(C)CCNc1oc(COc2cccc(Cl)c2)nc1C#N
    -1.1	0.5	-1.3	4	-6.8	-1	-0.85	3	-2
> CCn1c(NC(=O)c2ccco2)c(-c2ccccc2Cl)c(=O)c2ccccc21
    0.0	0.25	0.8	-6	-0.4	-6	0.67	4	-7
> Cc1oc(C(=O)O)cc1CSc1nnc(-c2ccccc2)n1C
    -0.2	0.25	-0.2	6	-6.3	4	0.36	-2	-3

# Arranged by value in 5HT1E ag (high to low): three from the list above.
canonical_smiles | 5HT1E ag | M1 antag | S1P3 ag | HTR1E antagonist | HTR1A agonist | M1 agonist | 5-HT1A blocker | S1P1 ag pot
O=C(NCCC1=CCCCC1)C1CCCN(S(=O)(=O)c2ccccc2)C1 (configuration not stated) | 0.2 | / | -0.7 | -2 | 3.1 | / | -4 | -1
CCCC12CN3CC(C)(CN(C1)C31CCCCC1)C2=O | -0.3 | -0.0097 | / | 1 | 1.5 | 0.12 | -2 | /
O=C1NC2(CCCCC2)N=C1c1ccc(F)cc1 | -0.8 | -1.1 | -0.7 | 3 | -2.9 | -0.26 | 9 | -3

# (further entries)
# Under each structure: 5HT1E ag	M1 antag	S1P3 ag	HTR1E antagonist	HTR1A agonist	Jurkat tox 60K	M1 agonist	5-HT1A blocker	S1P1 ag pot
> O=C(NCc1ccco1)c1csc2c1CCCCC2
    0.1	-0.28	-1.5	-18	-0.2	6	0.75	10	-1
> COc1ccc(OC)c(-n2c(SCC(=O)NCc3ccco3)nnc2-c2c[nH]c3ccccc23)c1
    0.3	0.22	-0.7	6	1.7	2	0.069	-1	2
> CCOc1ccccc1C1CC(=O)NC2=C1C(=O)CCC2 (configuration not stated)
    -0.9	0.86	-1.2	1	-1.7	64*	0.68	7	2
> CC(C)CSc1nc2ccccc2n1CC(N)=O
    -0.2	0.3	-2.0	-6	-4.7	2	0.22	10	0
> COc1ccc(C2=CC(c3ccc(C)cc3)n3nnnc3N2)cc1 (configuration not stated)
    -0.1	-0.42	-1.7	7	-0.2	/	9.6*	/	-3
> COc1ccc(N2CCN(c3ccc(N)cc3C#N)CC2)cc1
    -0.7	-0.029	0.1	3	-3.1	0	0.12	0	7
> O=C(Cc1cccs1)Nc1ccc(-c2nnn(CC(=O)N3CCOCC3)n2)cc1
    -1.6	-0.087	-0.7	7	-3.0	9	-0.36	-2	23
> CCc1ccc(O)c(N=Cc2cccc(C)c2O)c1
    0.7	0.75	-1.0	-7	-1.8	-1	1.1	20	-10
> Cc1ccc(C)c(S(=O)(=O)NCc2cccnc2)c1
    0.8	0.31	0.1	-8	0.5	-7	0.21	-6	-9
> O=S(=O)(c1ccccc1F)N(Cc1ccco1)Cc1nnc(-c2ccccc2Br)o1
    -1.1	0.87	2.2	2	-1.3	14	1.1	13	25
> O=c1[nH]c2ccsc2c(=O)n1-c1ccc(F)cc1
    -1.1	0.19	/	7	1.5	/	-0.63	-4	/
> O=C(NCCCN1CCN(c2ccccc2F)CC1)C1CCC(=O)N1C1CCCC1 (configuration not stated)
    0.4	0.66	-0.1	-2	2.9	-12	1.2	3	2
> CCOc1cc(C(=O)NC(C)c2ccncc2)cc(OCC)c1OCC (configuration not stated)
    -0.2	-0.74	-0.2	3	-0.8	0	-0.077	8	-23
> COc1ccccc1CNC(=O)CN1C(=O)C(C)N(c2ccc(C)cc2)C1=O (configuration not stated)
    -0.5	0.21	0.1	1	-3.6	1	0.6	-8	3
> COC(=O)CNC(=O)C1CCCN1C(=O)OC(C)(C)C (configuration not stated)
    -0.3	-0.25	/	-8	0.2	/	-0.77	-5	/
> O=C(NCC1CCCO1)C1c2ccccc2C(=O)N1C1CCCCCC1 (configuration not stated)
    0.7	0.21	-0.6	-4	-0.3	-2	9.2*	-1	1
> CCOC(=O)N1CCC(NC(=O)c2cc(C)c3c(C)nn(-c4ccccc4)c3n2)CC1
    -0.4	0.0031	1.7	-7	-1.4	6	1.9	-4	-11
> COc1ccc(-c2c3c(=O)n(C)c(=O)n(C)c3cn2-c2cccc(OC)c2)cc1
    0.7	-0.0049	-0.9	7	-0.8	-2	0.091	-3	4
> Cc1ccc(NC(=O)/C(CN(C)C)=N\O)cc1
    -1.5	0.042	0.1	-9	0.8	-8	0.19	2	-9
> O=C(O)CN1C(=O)CCS(=O)c2ccccc21 (configuration not stated)
    -0.3	0.44	-0.9	-2	-3.8	-2	0.23	-9	-16
> CCCC(=O)NCCCc1nc2ccccc2n1CCC
    -0.3	-1.5	/	-7	0.9	/	0.5	4	/
> COc1ccc(OCCOC(=O)c2cccs2)cc1
    0.0	-0.17	-0.3	-10	-3.2	3	-1	-2	-15
> COc1ccc(-c2nc3c(=O)n(C)c(=O)[nH]c3n2CCc2ccccc2)cc1
    -0.8	0.052	-0.4	20	-3.5	8	0.31	8	16
> COc1ccc(C(CC(=O)O)NC(=O)Cc2ccccc2)cc1 (configuration not stated)
    0.1	-0.78	0.8	-12	-2.9	-4	-0.014	0	-8
> CCOc1ccccc1N(CC(=O)NC(C)(C)C)C(=O)c1ccc(CN2CCOCC2)o1
    -0.3	0.2	0.1	-3	0.2	-2	0.14	-4	-3
> Cc1ccc(C(C)C)cc1S(=O)(=O)NCc1cccnc1
    -0.9	-0.79	-0.7	8	-1.2	2	-0.28	8	2
> C=CCc1cccc(/C=N/n2cnnc2)c1O
    -0.3	-0.68	0.2	6	-0.3	/	2.8	/	0
> Cc1ccc(-c2ccc(/C=N/c3ncn[nH]3)o2)cc1Cl
    0.5	0.83	-0.2	-18	-2.1	/	0.51	/	10
> CCOC(=O)CSc1nnc(-c2ccccc2OC)o1
    -0.5	-0.043	0.0	8	-4.2	-5	0.48	2	-1
> CCn1c(SCC(=O)NCC2CCCO2)nc2c(c1=O)SC(C)C2 (configuration not stated)
    0.9	-0.4	-0.2	-8	19*	3	1.1	-10	-14
> c1ccc(CCN2CN=C(Nc3nc4ccccc4o3)NC2)cc1
    1.1	0.0039	0.1	8	2.6	9	-0.42	-12	-25
> Cc1cc(C)nc(SCC(=O)Nc2ncc3c(n2)CC(C)(C)CC3=O)n1
    -0.1	-0.0092	0.2	-6	-0.8	-4	-0.14	-8	-15
> Cc1ccc(Cl)c(OCC(=O)Nc2ccc3c(c2)OCCO3)c1
    -0.4	-0.31	-0.4	-6	-1.3	8	4.3*	4	-2
> COC(=O)c1[nH]c2cccc(OC)c2c1NC(=O)CCN1CCN(c2ccccc2OC)CC1
    0.7	-0.65	-1.1	-7	4.4	4	2.5	9	7
> CC(C)c1nccn1S(=O)(=O)c1cc(Cl)ccc1Cl
    -0.7	0.54	-0.6	-7	-0.9	-12	-0.036	-2	-13
> COCCNC(=O)C(c1ccccc1)N(Cc1cccs1)C(=O)Cn1nnc2ccccc21 (configuration not stated)
    -0.7	0.54	-0.9	8	0.4	7	0.0091	7	10
> COc1ccc(C)cc1NC(=O)c1cc2cc3ccc(C)cc3nc2o1
    -0.1	0.022	0.1	9	-2.7	3	-0.13	-4	-3
> CCc1nc(N2CCCC(C)C2)c2oc3ccccc3c2n1 (configuration not stated)
    1.2	-0.073	-0.6	-15	7.8	-3	0.023	42	-14
> CCC(=O)N1CCc2cc(S(=O)(=O)NC(Cc3ccccc3)C(=O)NC3CCCC3)ccc21 (configuration not stated)
    -1.0	-0.041	0.1	0	-2.1	0	0.8	-8	21
> CCN1CCCC1CNC(=O)c1cc2c(C)nc3ccccc3c2o1 (configuration not stated)
    1.0	-0.66	/	3	0.2	/	0.17	0	/
> O=C(c1ccco1)N1CCN(C(c2ccc(Cl)cc2)c2nnnn2CC2CCCO2)CC1 (configuration not stated)
    0.9	-0.55	-0.1	8	0.1	0	-0.13	-3	-12
> COc1ccc(Cl)cc1C(=O)NCC(C)C
    0.6	-0.16	-0.8	5	-1.9	1	0.55	13	-16
> Cc1ccc(C(=O)CC2(O)C(=O)N(Cc3ccc4c(c3)OCO4)c3ccccc32)cc1 (configuration not stated)
    1.1	-0.23	0.5	-2	-0.3	-2	59*	-4	-2
> COc1cccc(CNC(=O)CCS(=O)(=O)c2cccc3nonc23)c1
    -1.6	0.18	/	7	-0.9	/	-0.19	-8	/
> O=C1CCCC2=C1C(c1ccsc1)CC(=O)N2c1ccccc1 (configuration not stated)
    -0.2	-0.045	-1.4	12	-0.6	-6	0.65	-2	9
> O=C1CC(O)(C(F)(F)F)Oc2c1ccc1ccccc21 (configuration not stated)
    0.0	-1.2	0.9	-9	-1.0	-1	8.4	9	20
> CN(CC(=O)N1CCN(c2ccccn2)CC1)S(=O)(=O)c1ccccc1
    -0.3	-0.5	0.2	7	-1.6	-6	-1.8	-5	4
> Cc1ccc(C2/C(=C(\O)c3ccc4c(c3)OCCO4)C(=O)C(=O)N2CCCN(C)C)o1 (configuration not stated)
    -1.0	-0.33	-0.1	13	2.5	/	-1.3	/	-3
> COc1ccc(S(=O)(=O)N2CCCCC2)cc1Br
    -2.3	0.64	-1.4	0	-0.6	3	-0.037	4	-5
> O=C(O)C1CCCCC1C(=O)Nc1ccc(Cl)cc1 (configuration not stated)
    -0.9	-0.94	-1.0	4	-3.9	8	0.2	24	9
> NC(=O)SCC(=O)Nc1ccc(Cl)c(Cl)c1
    -1.4	-0.34	0.6	2	-2.2	-2	-0.71	-6	-22

# From PubChem BioAssay
